Bioassay records from PubChem BioAssay.
PAFAH1B3 inh: blocks human PAF acetylhydrolase 1B catalytic subunit 3. recombinant PAFAH1B3, FP-rhodamine probe, fluorescence polarization. inhibition, % at 3.39 µM. AID 492972. actives 0.28% (n = 340,000). Q15102;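 active means inhibition above the screen-wide average of all tested compounds plus 3 SD, cut at about 25% in these data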;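 further: 0% = enzyme with DMSO only and 100% = wells lacking PAFAH1B3 protein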
LYPLA2 counter: counter-screen for PME1 inhibitors: inhibitors of human LYPLA2; inhibition, % at 5.9 µM; recombinant LYPLA2, FP-Rh probe fluorescence polarization; actives 0.38% (n = 320,000); AID 2177; O95372;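 active means inhibition above the screen-wide mean plus 3 SD, limit set per campaign, cut at about 26% in these data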;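 further: 0% = LYPLA2 with DMSO and 100% = wells lacking LYPLA2 enzyme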
ZTA DNA inh: blocks Epstein-Barr virus ZTA, an EBNA-1 counter-screen; P03206; ZTA-DNA binding, fluorescence polarization; inhibition, % at 11 µM; actives 0.15% (n = 320,000); AID 2234; in the data active means inhibition above about 33%
LYPLA1 inh: blocks human lysophospholipase 1, a PME1 counter-screen; recombinant LYPLA1, FP-Rh probe fluorescence polarization; inhibition, % at 5.9 µM; actives 0.16% (n = 320,000); AID 2174;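 active means inhibition above the mean of all tested compounds plus 3 SD, set per campaign, cut at about 14% in these data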;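 further: inhibitors block serine hydrolase probe labeling of LYPLA1 so polarization falls; 0% = enzyme with DMSO and 100% = wells lacking LYPLA1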
Target sequence (O75608 whole entry, looked up): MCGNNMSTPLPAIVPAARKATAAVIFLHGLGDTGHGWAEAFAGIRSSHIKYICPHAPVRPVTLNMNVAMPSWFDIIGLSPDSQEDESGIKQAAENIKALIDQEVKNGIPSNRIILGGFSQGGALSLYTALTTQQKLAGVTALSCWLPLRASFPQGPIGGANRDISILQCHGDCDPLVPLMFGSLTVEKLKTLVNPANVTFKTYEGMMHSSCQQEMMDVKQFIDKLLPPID
EBNA-1 inhibitor: blocks EBNA-1 binding to DNA | EBNA-1 DNA binding, fluorescence polarization | actives 0.34% (n = 300,000) | inhibition, % at 14.8 µM | AID 1950; in the data active means inhibition above about 28%
PAFAH2 FP inh: PAFAH2 (human) inhibition; actives 0.99% (n = 340,000); inhibition, % at 3.39 µM; Q99487; recombinant PAFAH2, FP-rhodamine activity probe, fluorescence polarization;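 active means inhibition above the mean over all tested compounds plus 3 SD, cut at about 30% in these data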;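 further: inhibitors block probe labeling of enzyme so polarization drops; 0% = enzyme with DMSO and 100% = wells lacking PAFAH2 protein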
PREPL inhibitor: inhibits the human prolyl oligopeptidase-like enzyme | recombinant PREPL, fluorescence polarization activity-based probe | actives 0.68% (n = 320,000) | inhibition, % at 5.96 µM | AID 2751 | Q4J6C6; in the data active means inhibition above about 43%;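 further: 0% = enzyme with DMSO and 100% = wells lacking enzyme; many of its hits are not listed in these tables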
pPAFAH FP inh: inhibitors of human plasma PAF acetylhydrolase (pPAFAH); Q13093; recombinant pPAFAH, FP-rhodamine probe fluorescence polarization; inhibition, % at 3.39 µM; actives 1.5% (n = 330,000);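 active means inhibition above the mean inhibition across the screen plus 3 SD, cut at about 25% in these data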;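 further: inhibitors block binding of the rhodamine activity-based probe so polarization drops; 0% = enzyme with DMSO and 100% = wells lacking pPAFAH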
Target sequence (Q13093 whole entry, looked up): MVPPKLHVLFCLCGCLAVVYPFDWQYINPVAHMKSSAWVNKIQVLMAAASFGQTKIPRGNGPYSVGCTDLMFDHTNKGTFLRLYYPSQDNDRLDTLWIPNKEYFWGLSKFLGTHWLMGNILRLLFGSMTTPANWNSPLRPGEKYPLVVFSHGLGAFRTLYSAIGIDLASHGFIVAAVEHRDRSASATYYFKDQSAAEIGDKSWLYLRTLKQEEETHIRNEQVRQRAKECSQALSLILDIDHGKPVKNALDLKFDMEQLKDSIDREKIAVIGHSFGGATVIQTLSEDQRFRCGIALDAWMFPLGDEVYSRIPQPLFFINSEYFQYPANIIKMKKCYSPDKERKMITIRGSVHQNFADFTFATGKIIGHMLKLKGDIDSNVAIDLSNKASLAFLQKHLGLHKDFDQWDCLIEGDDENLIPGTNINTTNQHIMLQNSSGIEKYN
PAFAH1B2 FP inh: PAFAH1B2 (human) inhibition. P68402. recombinant PAFAH1B2, FP-rhodamine activity probe, fluorescence polarization. inhibition, % at 3.39 µM. actives 1.2% (n = 340,000). AID 492953;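 active means inhibition above the mean of all tested compounds plus 3 SD, cut at about 24% in these data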;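 further: 0% = enzyme with DMSO and 100% = wells lacking PAFAH1B2; many of its hits are not listed in these tables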
Target sequence (P68402 whole entry, looked up): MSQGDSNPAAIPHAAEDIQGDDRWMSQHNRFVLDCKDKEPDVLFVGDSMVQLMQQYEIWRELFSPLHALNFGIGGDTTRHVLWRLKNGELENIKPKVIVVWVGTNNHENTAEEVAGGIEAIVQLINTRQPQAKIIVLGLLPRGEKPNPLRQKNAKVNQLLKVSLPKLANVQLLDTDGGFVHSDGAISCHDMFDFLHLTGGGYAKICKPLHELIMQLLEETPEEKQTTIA
* = called active by the depositor; x = not tested or not shown; & = joins results of further samples. The list is partial; count on the stated rates, not on these rows.

SMILES	PAFAH1B3 inh	LYPLA2 counter	ZTA DNA inh	LYPLA1 inh	EBNA-1 inhibitor	PAFAH2 FP inh	PREPL inhibitor	pPAFAH FP inh	PAFAH1B2 FP inh
CCOC(=O)c1c(O)c2cccc3c2n(c1=O)CC3	-1	-4	5	-2	-4	1	-1	0	3
CCCCCCCC/C=C\CCCCCCCC(=O)NCCc1ccc(O)c(O)c1	12	-20	26	-20	-1	-27	8	70*	8
COc1ccccc1OC(C)C(=O)Nc1ccccc1C(=O)NCc1cccnc1 (stereo unspecified)	-1	1	7	-1	-9	-2	12	-4	-5
COC(=O)CCC(=O)Nc1nnc(C(F)(F)F)s1	-9	9	8	-3	1	-1	1	3	1
CCOC(=O)Nc1cccc(OCC(=O)Nc2ccc(OC)cc2OC)c1	5	-1	10	-3	-3	13	-3	9	-3
CC(=O)c1ccc(N2C(=O)NC3(CCCCC3)C2=O)cc1	7	3	-23	1	-5	2	4	-1	1
CCOC(=O)CC(=O)Nc1nnc(C(C)C)s1	13	-3	2	2	1	9	-5	2	2
CN(C)c1oc(-c2ccccc2Cl)nc1C#N	1	4	-16	1	1	-1	15	5	4
CCOC(=O)c1c(C=O)c(C)n(Cc2ccccc2Cl)c1C	-5	-3	5	0	3	0	-4	6	3
Cc1cc(OCC(=O)Nc2ccc(S(=O)(=O)NC3=NCCCCC3)cc2)c(C(C)C)cc1Cl	-9	-34	0	-19	1	-9	-6	6	-5
CCCCOc1ccc(N(CC(=O)NC2CCCC2)C(=O)CCC(=O)Nc2ccccn2)cc1	8	-3	0	1	-18	-4	20	1	-2
CCn1ccnc1CN(C)C(=O)c1cc(COc2c(F)cccc2F)on1	-4	2	0	-2	-2	8	7	0	-1
Cc1ccc(CS(=O)(=O)CC(C)(O)c2ccc(Cl)cc2)cc1 (stereo unspecified)	-8	-4	4	2	6	-1	-14	8	27*
C=CCOC(=O)C1=C(C)Nc2nnnn2C1c1cc(OC)ccc1OC (stereo unspecified)	1	-5	8	-1	5	5	-5	0	1
CN1C(=O)c2ccccc2C(C(=O)O)C1c1cn(C)c2ccccc12 (stereo unspecified)	13	10	11	2	9	-1	13	3	6
O=C1COc2ccc(C(=O)COC(=O)Cc3ccccc3F)cc2N1	9	7	13	0	9	-6	8	3	0
Nc1nc(Nc2cccc(F)c2)nc(NCCO)c1[N+](=O)[O-]	1	5	5	-4	-1	2	-49	8	5
NCCCC[C@H](NC(=O)C1CCNCC1)c1nnc(CN)o1	x	5	-26	0	-8	x	-3	-4	x
CCCC1CCC(c2ccc(/C(N)=N/O)cc2)CC1 (stereo unspecified)	7	3	29	1	3	7	16	14	-2
O=C(CSc1nnc(-c2ccc(F)cc2)o1)Nc1ccccc1N1CCOCC1	4	4	3	-2	-7	-1	8	-1	6
Cc1ccc(OCC(=O)OC(C)CN(C)Cc2ccccc2)cc1 (stereo unspecified)	8	2	8	3	7	5	3	7	-2
O=C(C[n+]1cccc(/C=N/O)c1)N(Cc1ccccc1)Cc1ccccc1	13	1	-6	1	-5	11	4	-5	8
COc1ccc(C(=O)NCCc2cnc[nH]2)cc1OC	11	2	11	0	5	0	-8	4	2
O=C(Cn1cnc2ccccc2c1=O)Nc1ccccc1N1CCOCC1	8	4	-4	2	8	1	7	-1	9
CCCCN(CCCC)CCNC(=O)c1cn(C)c2ccc(S(=O)(=O)N3CCCC3)cc2c1=O	-3	0	8	0	-5	-4	12	4	-5
COc1ccc2c(c1)OC[C@H]1[C@H]2N2C(=O)c3cc(Br)ccc3NC(=O)[C@@]2(C)[C@H]1c1ccccc1	-22	-34	6	-21	-4	-32	17	-14	-18
O=C(/C=C\Nc1cccc(F)c1)c1cccs1	2	6	-16	1	8	1	-11	3	2
CC(C)C(c1nnnn1C1CCCC1)N1CCN(C(=O)c2ccco2)CC1 (stereo unspecified)	-6	5	-14	4	5	0	19	2	-2
Cn1c(=O)oc2cc(S(=O)(=O)NC3CCCCCCC3)ccc21	4	7	-12	3	-10	-6	7	-1	23
COc1ccc(CNC(=O)[C@@H]2CC=C[C@@H]3CCN(Cc4ccc(Cl)c(Cl)c4)C(=O)[C@@H]32)cc1	-6	2	-1	1	7	5	-28	7	-6
Cc1cccc(N(C)c2ccc3cc(S(=O)(=O)N4CCCC4)ccc3n2)c1	-2	8	-3	2	-2	0	12	19	6
CCn1c(SCCC(=O)O)nnc1-c1cccnc1	-1	6	16	4	8	-1	-1	2	-5
Cc1ccc(C(=O)CNc2ccc(C)cc2C)cc1	9	-6	-4	1	-8	-1	-8	2	4
O=C(CSc1ncn[nH]1)N/N=C/c1ccc(Br)cc1	4	4	-14	-1	-1	-6	8	4	4
CCOC(=O)C[C@H]1c2ccc(C(F)(F)F)cc2S(=O)(=O)N1c1ccccc1	11	1	-13	-2	-4	0	4	9	6
O=C(c1ccccc1[N+](=O)[O-])N1CCN(c2ccc(N3CCOCC3)nn2)CC1	3	8	2	1	-4	-3	-2	7	-2
CCOCCCN(CCC#N)S(=O)(=O)c1ccc(S(=O)(=O)N2CCCC2)cc1	1	3	-6	2	-12	-1	13	-3	2
CC1=C(C(=O)N2CCOCC2)C(c2cccc(C)c2)NC(=S)N1 (stereo unspecified)	10	3	1	-1	12	-1	1	-3	3
CCc1ccc2[nH]c(O)c(N=Nc3nc(-c4ccccc4)cs3)c2c1	4	-5	4	-7	-8	15	19	10	0
O=c1c2ccccc2c(/C=N/c2ncn[nH]2)c(O)n1Cc1ccccc1	6&15	-17	-8	-13	-17	3&-6	11	4	4&-3
O=C(CCCCCN1C(=O)c2ccccc2C1=O)NCc1ccco1	7	-3	14	-4	-3	-6	10	0	0
CCOC(=O)Cc1csc(NC(=O)c2c(C)noc2C)n1	-5	6	8	1	2	5	-2	-2	1
Cc1cccc(C)c1OCC(=O)N(Cc1cccs1)C1CCS(=O)(=O)C1 (stereo unspecified)	4	0	3	4	5	6	12	2	7
CCOC(=O)c1nnn(-c2nonc2N)c1CN(CC)c1ccccc1	-2	-1	-7	1	-15	6	-1	3	1
CN1CCN(c2ccc([N+](=O)[O-])cc2C(=O)c2ccc(Cl)cc2)CC1	5	-7	-2	2	-13	7	6	-1	5
CCOC(=O)C1CCN(C(=O)C2CCN(S(=O)(=O)CC)CC2)CC1	5	-2	0	1	3	4	10	4	-2
O=C(O)CC(=O)Nc1ccc(Oc2ccc(C(F)(F)F)cn2)c(Cl)c1	7	-3	23	-1	8	-1	-9	4	6
CC(C)(C)c1cc(C(=O)N2CCc3ccccc32)ccn1	5	6	-12	1	-16	0	15	-9	-1
O=C(Nc1cccc(O)c1)N1CCOCC1	4	-4	13	2	-2	0	-3	1	2
OC(CN1CCN(c2ccc(F)cc2)CC1)c1ccc(Cl)cc1 (stereo unspecified)	4	10	-1	3	5	-3	26	6	4

Continuation:
SMILES	PAFAH1B3 inh	LYPLA2 counter	ZTA DNA inh	LYPLA1 inh	EBNA-1 inhibitor	PAFAH2 FP inh	PREPL inhibitor	pPAFAH FP inh	PAFAH1B2 FP inh
COc1cc(CNCCO)ccc1OC1CCCC1	7	-4	4	-2	4	-10	-1	-1	0
COc1ccc(Nc2nc(N3CCOCC3)nc(N3CCOCC3)n2)cc1Cl	10	7	-7	7	18	5	0	7	2
Cc1nonc1C(=O)N/N=C/c1ccc(O)cc1	1	-2	7	-1	3	-1	13	4	3
Cc1ccc(C)c(N2CCN(C(=O)CN3C(=O)c4ccccc4C3=O)CC2)c1	6	7	-2	1	13	-3	14	7	2
Cc1ccc(S(=O)(=O)N2CCOCC2)cc1NC(=O)CNCc1ccc(Cl)cc1Cl	5	x	x	x	x	7	35	18	12
Cc1ccc(Nc2nc3ccccc3o2)cc1F	1	-5	2	0	-4	8	16	5	0
C=C1C(=O)O[C@@H]2C[C@@H](C)[C@@H]3C=CC(=O)[C@@]3(C)[C@@H](OC(C)=O)[C@H]12	x	6	-17	0	-2	x	12	12	x
O=C(NC1CCCC1)c1cc(-c2ccccc2)nc2ccccc12	5	-4	14	-1	16	4	3	9	1
COc1ccc(N2CSC3=C(C#N)C(c4cc(OC)c(OC)cc4OC)CC(=O)N3C2)c(OC)c1 (stereo unspecified)	1	0	1	-6	-6	5	24	11	-1
C[C@@H](NC(=O)c1nc[nH]c1C(=O)NCC(=O)OCc1ccccc1)c1ccccc1	5	1	3	-2	10	0	-2	18	-3
Nc1cc(N)nc(SCc2cccnc2)n1	-3	9	-12	2	-1	0	5	1	-3
COc1ccccc1CNC(=O)C(=O)NCC1OCCCN1S(=O)(=O)c1ccc(F)cc1C (stereo unspecified)	6	-1	-7	1	2	4	-3	0	10
O=C(Nc1ccc2oc(=O)ccc2c1)c1cc2ccccc2o1	1	-7	-1	-5	5	-3	20	-4	-2
Cc1ccsc1/C=N/N=C1\C(=O)Nc2ccccc21	5	1	-3	3	-8	3	53*	14	-1
Nc1nc(-c2cc(-c3ccccc3)no2)cs1	1	-17	17	-6	6	8	0	4	0
CCc1ccccc1NC(=O)NNC(=O)c1ccc2ccccc2c1O	17	-7	16	0	11	6	9	12	9
O=C(CSc1nnc(-c2cccs2)n1-c1ccccc1)NCC1CCCO1 (stereo unspecified)	3	5	-16	8	-2	4	3	3	11
CCOCc1nnc(NC(=O)c2cc(OC)cc(OC)c2)s1	-1	-4	-12	-2	-4	3	-3	9	-1
Cc1nc(C)n(CC(O)COc2ccc3c(c2)CCC3)n1 (stereo unspecified)	13	-1	9	-6	8	-3	-2	4	-6
Cc1ccc(-c2nc(C#N)c(N3CCC(C)CC3)o2)cc1	5	5	-9	0	-2	-4	7	2	-2
CCCCN1C(=O)CC(Nc2ccc(CC)cc2)C1=O (stereo unspecified)	6	1	-2	0	-8	15	8	7	-2
Nc1cc(=O)nc(SCC(=O)N(C2CCCCC2)C2CCCCC2)n1-c1ccccc1	0	0	1	-3	-3	8	-1	3	9
CCOC(=O)C1(Cc2ccc(Cl)cc2)CCN(C(=O)C2=NNC(=O)CC2)CC1	8	2	9	1	-9	1	-3	2	5
COc1ccc(NC(=O)/C=C/c2c(Cl)nc3ccccn23)cc1	10	-2	5	2	3	0	30	4	3
CCC(=O)NC(c1ccco1)c1cc(Cl)c2ccccc2c1O (stereo unspecified)	-1	1	5	-4	x	8	6	4	-2
CC(O)Cn1c(=O)c2c(nc(Br)n2Cc2ccccc2)n(C)c1=O (stereo unspecified)	5	-1	-2	-1	6	-3	4	2	2
O=C(NCC(=O)N1CCN(c2ccccc2O)CC1)c1ccco1	8	5	4	-2	-4	1	6	3	0
Cc1ccc(C)c(N(CC(=O)NC2CCCC2)C(=O)c2csnn2)c1	0	-4	8	-2	-3	-3	14	-7	3
Cc1cc(C(=O)Nc2ccc3ccccc3c2)oc1C	7	-6	-2	-5	-7	-3	13	1	-5
COc1ccc(/C=N/NC(=O)c2ccn[nH]2)cc1COc1ccc(Cl)cc1Cl	-10	-74	3	-38	-14	-37	-47	-27	-19
